Autophagy HCS: alters autophagy in cells | MEF GFP-LC3 puncta imaging; test concentration mostly 10 µM | hit rate 0.98% among 190,000 | calls only at 10 µM (by protocol);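 active = percentage of spot-positive cells more than 3 SD above its plate mean, without a fluorescence outlier flag or 80% toxicity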;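 note: spot-positive cell cutoff set from DMSO-treated cells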
Ins promoter up: MIN6 insulin promoter up-regulation | MIN6 insulin promoter-GFP reporter, high-content imaging; stronger effect = higher value | z-score at 5 µM | hit rate 0.3% among 190,000;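 active = z-score above 3 at 5 µM with at least 500 cells counted in the well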
WT yeast gro inh: growth inhibition of WT yeast, mitochondrial fusion screen; mitochondrial fusion phenotypic screen, WT strain; inhibition, % at 10 µM; hit rate 2.1% among 190,000; AID 1362; in the data active = inhibition above about 58%; tested in S. cerevisiae
XIAP displacement: small molecules displacing peptide from XIAP – biochemical, IAP family, fluorescence polarization (AID 1018) | XIAP BIR domain, fluorescence polarization peptide displacement; higher % means a stronger effect | displacement, % at 20 µM, or IC50 in µM where a hit was titrated | hit rate 0.007% among 200,000; in the data active = displacement above about 50%; note: a part of the inactive calls stands beside numbers as strong as those of hits
bCat nuc transl: beta-catenin nuclear translocation modulation; HeLa beta-catenin nuclear translocation, immunofluorescence imaging; nuclear translocation activity, % at 5 µM; hit rate 0.3% among 190,000; AID 1665;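 active = nuclear translocation activity above 50% at 5 µM, with a well cell count of 50 or more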;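 note: per-cell ratio of nuclear to cytoplasmic median beta-catenin stain intensity; plate controls were DMSO negative control for no effect and GSK-3 inhibitor IX positive control for full effect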
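Test system: HeLa cells, endogenous beta-catenin; Compound: single 5 µM dose plus 0.02–20 µM confirmation series; Times: compound exposure 24 h at 37°C; Signal: fluorescence imaging of beta-catenin antibody stain plus DAPI; Read-out: % activation, nuclear-to-cytoplasmic median beta-catenin signal ratio per cell.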
Dynein cargo inh: blocks dynein driven cargo transport along microtubules; 3617.4 mouse cells, GR-EGFP nuclear translocation imaging; test concentration mostly 20 µM; stimulated with dexamethasone, 1 µM; stronger effect = lower value; z-score, hits read low; hit rate 0.47% among 220,000; AID 1381;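 active = plate z-score of nuclear minus cytoplasmic receptor signal below a set negative limit, without overly bright fluorescence or cell loss, cut at about -3.5 in these data, passing the limit was not always enough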;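 note: z-score of nuclear minus cytoplasmic ring GR-EGFP intensity difference per well; some compounds called inactive have numbers as strong as hits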
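Also added: dexamethasone, 1.0 µM final. Medium: tet-free, stripped-serum medium. Detection: fixed, Hoechst-stained cells imaged at 10x for EGFP. Read-out: nuclear-to-cytoplasmic GR-EGFP distribution per well. Times: induction 48 h, compound 1 h, agonist 30 min.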
ER stress rescue: rescue of cells from ER stress-induced death, primary screen, 384-well, CSM14.1, thapsigargin, ATP luminescence (AID 1222). CSM14.1 thapsigargin-induced death rescue, ATP luminescence; higher % means a stronger effect. one-dose cellular ATP content (survival), % at 20 µM; EC50 in µM for titrated hits. 190,000 tested, under 10 active;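 active = EC50 below 50 µM in the dose-response confirmation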;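 note: death triggered by thapsigargin at about 15 µM added after 2 h compound pretreatment; cell ATP read after overnight thapsigargin exposure of roughly 18 to 22 hours; normalized against plate controls of thapsigargin alone and 5% DMSO vehicle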
Lipid droplet: modulators of hepatic lipid droplet formation; AML12 mouse hepatocytes, oleate lipid droplets, BODIPY imaging; inhibition, % at 6.5 µM; hit rate 0.4% among 240,000;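 active = lipid droplet intensity inhibited by at least 50%, with more than 500 cells counted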
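System: AML12 hepatocytes (mouse). Probe or stimulus: oleic acid at 100 µM to induce lipid droplet formation. Times: overnight treatment with compound plus oleate. Detection: Image-based BODIPY and DAPI two-channel analysis. Evaluation: percent inhibition of filter-corrected integrated lipid droplet intensity per well.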
MT stabilize HCS: microtubule stabilizers in HeLa cells. % tubulin-high responders, % at 10 µM. AID 2205. HeLa tubulin immunostaining HCS, 24 h; share of cells brighter than vehicle mean+2SD. hit rate 0.83% among 200,000;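 active = plate Z-score above 3 for both tubulin-high and condensed-nucleus cell shares, with cell loss under 80%, at 10 µM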;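 note: anti alpha tubulin signal scored within the nucleus-defined area of each cell; some results filed as inactive read as strong as hits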
WT yeast gro inh mutant strain: second read-out of WT yeast gro inh, no call of its own (marks repeat the call); inhibition, %; mitochondrial fusion phenotypic screen, mutant strain inhibition
Dynein cargo inh cytoplasmic EGFP: further read-out of Dynein cargo inh, marked with its call; z-score; measured here: cytoplasmic GR-EGFP intensity; stronger effect = higher value
Dynein cargo inh nuclear GR-EGFP: recorded beside Dynein cargo inh, whose call it bears; z-score; measured here: nuclear GR-EGFP intensity;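 lower value marks the stronger effect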
Dynein cargo inh cell count: recorded beside Dynein cargo inh, whose call it bears; z-score; measured here: cell count per field
Ins promoter up cell count: recorded beside Ins promoter up, whose call it bears; cell count; measured here: cytotoxicity, nuclei count;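 total cells summed across four imaged fields per well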
Lipid droplet cells 6.5 µM: further read-out of Lipid droplet, marked with its call; cell count; measured here: cell count, cytotoxicity flag;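 cells counted across two imaged fields per well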
bCat nuc transl cell count 5 µM: also measured in bCat nuc transl; calls as there; cell count; measured here: cell count, cytotoxicity flag
MT stabilize HCS Hoechst-high %: recorded beside MT stabilize HCS, whose call it bears; % Hoechst-high responders; measured here: nuclear condensation Hoechst responders;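 share of cells brighter than vehicle mean plus two SD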
MT stabilize HCS cytotoxicity %: recorded beside MT stabilize HCS, whose call it bears; toxicity, %; measured here: cytotoxicity by cell density;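 0% = mean cell density of plate MIN control wells and 100% = no cells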
Autophagy HCS cell loss 18 h: second read-out of Autophagy HCS, no call of its own (marks repeat the call); toxicity, %; measured here: cell loss, nuclei count;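 cell loss after 18 h compound exposure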
The depositor's hits bear a star; i = inactive; x = not tested or not shown.

item	SMILES	Autophagy HCS	Autophagy HCS cell loss 18 h	Ins promoter up	Ins promoter up cell count	WT yeast gro inh	WT yeast gro inh mutant strain	XIAP displacement	bCat nuc transl	bCat nuc transl cell count 5 µM	Dynein cargo inh	Dynein cargo inh cytoplasmic EGFP	Dynein cargo inh nuclear GR-EGFP	Dynein cargo inh cell count	ER stress rescue	Lipid droplet	Lipid droplet cells 6.5 µM	MT stabilize HCS	MT stabilize HCS Hoechst-high %	MT stabilize HCS cytotoxicity %
1	CC1CCC(C(C)C)C(OCC(O)CN2CCCC(C)C2)C1 (stereo not drawn)	i	1.0	0.37	1640	19.3	5.7	-4.3%	-5.9	1169	-0.969	-0.189	-0.704	0.523	-0.7%	-3.8	692	2.4	1.8	3.6
2	COc1ccccc1NC(=O)c1cc(S(=O)(=O)N2CCOCC2)ccc1Cl	i	-2.2	-0.1	1267	13.1	11.9	-5.1%	-5.7	1251	1.31	0.992	1.21	1.38	-0.2%	0.4	792	2.3	0.7	20.5
3	COc1ccc(N2CCN(c3oc(COc4ccc(Cl)cc4)nc3C#N)CC2)cc1	i	6.2	-0.24	1038	9.9	-19.5	-21.2%	0.3	1401	-0.866	0.01	-0.425	0.63	-1.0%	x	x	5.8	2.8	6.2
4	CCCC1=NN2C(=N)/C(=C\c3ccc(SCc4ccco4)o3)C(=O)N=C2S1	i	-1.8	1.49	890	6.7	12.2	-36.2%	x	x	-0.216	0.475	0.26	-0.124	-0.5%	4.7	768	3.3	1.8	10.0
5	O=C(CN1CCN(S(=O)(=O)c2ccc(F)cc2)CC1)Nc1ccccc1F	i	0.3	0.07	1274	15.6	-1.2	-5.5%	-1.5	1393	-1	-0.289	-0.503	0.916	-1.4%	x	x	4.3	3.6	4.9
6	Cc1nnsc1C(=O)N/N=C/c1cccc(C(F)(F)F)c1	i	0.0	0.11	1036	36.2	7.4	-5.0%	7.7	808	0.376	-0.155	0.471	-0.95	-0.3%	-12.4	677	4.4	1.3	13.0
7	CN(C)c1ccc(/C=C2\CCC/C(=C\c3ccccc3)C2=O)cc1	i	0.4	x	x	-0.5	1.7	-2.0%	4.3	1151	-6.26	6.27	-0.997	0.674	1.4%	0.7	670	9.3*	15.5*	7.1*
8	CC(C)Nc1nc(SCC(N)=O)nc(N2CCOCC2)n1	i	1.3	x	x	3.5	7.9	-1.1%	x	x	-0.258	-0.285	-0.144	0.267	-0.4%	26.2	791	1.7	1.3	6.7
9	CCOC(=O)C(=CN=C(N)Nc1nc2ccccc2o1)C(=O)OCC	i	1.9	-0.4	1435	-2.5	2.3	1.4%	1.5	989	-0.438	-0.261	0.255	0.343	5.6%	-0.2	677	2.0	2.4	5.3
10	CSc1ccccc1-c1nnc(-c2ccc(C)cc2)o1	i	13.1	x	x	21.6	11.8	-4.1%	x	x	-0.462	-0.0981	-0.724	1.39	2.0%	x	x	0.6	2.1	10.4
11	Cc1cc(C)n(NC(=S)NC2CCCCC2)c(=O)c1C#N	x	x	0.8	1475	x	x	x	-1.5	1150	-0.679	0.189	-0.304	1.35	x	7.9	677	x	x	x
12	COC(=O)c1cnn2c(C(F)(F)F)cc(-c3ccccc3)nc12	i	7.8	x	x	-24.9	-7.8	-5.7%	x	x	-0.913	-0.264	-0.645	0.445	-1.7%	4.5	743	3.8	2.8	4.8
13	Cc1ccc2nc(N3C(=O)C(O)=C(C(=O)c4ccco4)C3c3cccs3)sc2c1 (stereo not drawn)	i	-34.6	0.99	1509	-10.6	-2.3	-4.2%	-3.9	975	-1.4	-0.365	-0.438	0.435	2.7%	x	x	3.6	2.5	11.2
14	CCOC(=O)C1=C(CC)OC(N)=C(C#N)C1c1cc(OC)ccc1OC (stereo not drawn)	i	17.8	-0.12	1255	4.9	3.5	0.1%	0.8	1030	0.204	-0.0636	0.409	0.477	-1.0%	-7.9	744	5.1	3.2	5.0
15	Cc1ccc([N+](=O)[O-])cc1NC(=O)Nc1onc(C)c1C	x	x	-0.14	1324	x	x	x	3.5	1057	0.635	-0.181	0.367	-0.867	x	7.2	720	x	x	x
16	COc1ccc(-c2cc(C(F)F)n3ncc(C(=O)n4ccnc4C)c3n2)cc1	i	8.7	-1.32	950	-7.1	-14.9	-4.8%	36.7	406	0.0217	-0.121	-0.13	-0.274	-2.4%	19.1	615	4.7	2.6	7.8
17	CC1CCN(c2oc(-c3ccccc3F)nc2C#N)CC1	x	x	x	x	23.2	17.3	-2.1%	-0.4	1092	-0.743	-0.271	-0.217	0.377	-0.4%	-2.3	532	4.3	2.1	6.8
18	NS(=O)(=O)c1cccc(NC(=O)CSc2ncnc3ccccc23)c1	x	x	-0.09	1046	x	x	x	-0.9	1345	-0.849	-0.0516	0.159	-0.203	x	5.4	750	x	x	x
19	Cc1cc(Cl)c(S(=O)(=O)N2CCN(c3ccccn3)CC2)cc1OCC(N)=O	i	-5.7	-0.44	1461	14.2	8.1	-1.6%	2.3	938	-0.927	-0.231	-0.365	0.25	-1.4%	12.9	757	2.1	2.2	5.6
20	CCCCC1(CC(=O)OC)C(=O)N(c2ccccc2)N(c2ccccc2)C1=O	i	6.9	0.56	1427	-5.1	14.0	-2.5%	3.2	555	0.312	-0.245	0.228	-0.172	-1.7%	-17.1	635	1.5	2.0	1.4
21	CCc1ccc(C2=CC(c3cc(Br)ccc3F)n3ncnc3N2)cc1 (stereo not drawn)	i	29.7	0.34	739	65.3*	14.9*	-8.9%	1.8	1045	-0.46	-0.174	0.603	0.352	-0.8%	-30.3	696	29.8*	62.8*	35.1*
22	Cc1cnc(C(=O)OCC(=O)c2cc(C)n(C)c2C)cn1	i	20.2	-0.6	1142	-4.3	0.6	-5.2%	0.1	1068	-1.29	-0.347	-0.241	1.9	1.8%	-0.9	686	3.2	1.5	7.7
23	O=[N+]([O-])c1nn(-c2ccc3c(c2)OCCO3)n(O)c1=NCCCO	i	-3.4	-0.23	1239	-17.3	-13.1	-4.7%	2.9	1359	0.206	-0.203	0.951	-0.0485	-0.9%	x	x	2.0	0.7	2.9
24	COCCSc1ccccc1C(=O)Nc1nncs1	i	-2.3	-0.15	1516	-8.4	0.8	-2.9%	1.8	956	-0.0969	-0.233	0.266	0.522	-1.1%	6.2	627	3.3	1.1	8.7
25	Cc1ccc(/C=N/n2c(C)cc(C)c(C#N)c2=O)cc1	i	7.2	x	x	-17.1	-12.0	-1.1%	-1.8	1185	-0.377	-0.222	-0.332	0.302	4.0%	-3.7	717	3.4	2.0	2.1
26	CCCOc1ccc(CSc2ncn[nH]2)cc1	i	2.2	-0.01	1266	-3.5	-11.5	0.4%	x	x	-0.165	-0.241	-0.216	0.751	-2.2%	-17.0	747	3.0	2.7	6.0
27	O=C(O)CC1S/C(=N\N=C/c2ccccc2O)N(c2ccc(O)cc2)C1=O (stereo not drawn)	i	6.6	0.59	1464	1.0	14.7	-6.0%	0.0	1479	-0.247	-0.318	-0.285	1.01	-1.4%	0.9	698	1.7	2.2	3.8
28	N#C/C(=C\c1cn(Cc2ccccc2)c2ccccc12)C(=O)NCc1ccco1	i	11.1	1.17	1488	5.4	-4.8	-21.1%	-0.3	1048	0.481	1.06	1.07	0.566	0.3%	-18.8	576	1.7	11.0	7.8
29	O=C(NCc1ccco1)c1ccc2nc3sc4c(c3c(=O)n2c1)CCCC4	i	3.2	-0.6	1672	-2.2	-9.1	-1.0%	2.2	921	-0.877	-0.271	-0.259	-0.0273	-3.1%	20.2	686	11.9	5.4	8.8
30	CCCC(=O)Nc1nn(CCC)c2nc3ccccc3cc12	i	-6.3	1.8	970	-9.1	-13.2	-8.7%	0.5	1186	1.54	0.178	1.75	-2.73	-1.5%	x	x	5.2	2.1	6.7
31	COc1ccccc1NS(=O)(=O)c1cc(NC(=O)c2ccc(Cl)nc2)ccc1Cl	i	3.7	-1.52	1054	13.5	-5.0	-9.8%	-4.1	497	-0.32	-0.295	-0.514	0.523	-1.8%	-16.0	659	5.8	1.7	3.9
32	O=c1[nH]c(CSc2nc(-c3ccccc3)cs2)nc2ccccc12	i	-4.7	0.18	1333	8.6	-8.7	-10.1%	-1.2	891	0.0193	-0.306	-0.247	-0.217	-3.2%	8.5	663	3.2	3.9	4.9
33	C=CCNC(=O)c1c(Cl)cccc1Cl	i	0.9	x	x	0.4	3.2	-8.1%	2.5	401	-0.457	-0.22	0.0636	0.574	-2.5%	-8.2	736	15.5	21.2	96.0
34	COc1cc(S(=O)(=O)N2CCN(C)CC2)c(OC)cc1Cl	i	0.0	x	x	-1.5	8.9	-0.4%	x	x	-0.225	-0.303	-0.335	-0.257	-1.2%	3.7	770	1.2	1.3	6.6
35	C/C(=N\NC(=O)COc1ccc(C#N)cc1)c1ccccc1OC(F)F	i	-40.5	x	x	8.3	-4.2	-2.3%	2.6	1110	0.491	-0.222	0.166	-0.177	0.7%	-19.9	676	2.0	3.3	10.9

Source: PubChem BioAssay
